# AmpC no deterg: AmpC beta-lactamase inhibition without detergent; Potency, µM (highest dose often 57.1 µM), for the others: top-dose activity change, negative = inhibition, actives largely listed as inhibitors; actives 0.52% (n = 330,000); AmpC nitrocefin hydrolysis, absorbance 480 nm, 0.0001% Triton;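 note: potency is the fitted concentration of half-maximal effect; plate controls were no compound for no effect and no enzyme for full effect; nearly all actives have a fitted effect of over 20% in size; some results filed as inactive show a strong effect at the top dose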
# Target sequence (P00811 whole entry, looked up): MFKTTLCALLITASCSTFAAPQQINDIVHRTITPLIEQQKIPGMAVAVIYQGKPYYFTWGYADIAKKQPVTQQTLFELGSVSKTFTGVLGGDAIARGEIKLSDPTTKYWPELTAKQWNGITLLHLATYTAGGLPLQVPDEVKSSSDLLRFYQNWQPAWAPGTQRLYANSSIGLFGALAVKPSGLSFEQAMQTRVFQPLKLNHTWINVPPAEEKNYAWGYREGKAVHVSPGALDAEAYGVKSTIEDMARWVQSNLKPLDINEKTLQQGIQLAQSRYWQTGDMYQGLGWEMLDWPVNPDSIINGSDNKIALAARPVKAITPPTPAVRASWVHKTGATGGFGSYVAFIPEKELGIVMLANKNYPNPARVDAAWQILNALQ
#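 20 mM phosphate pH 7.0 + 0.01% (detergent screen) or 0.0001% Triton X-100; 5.3 nM AmpC reagent; cpd preinc 15 min RT; nitrocefin (800 uM stock) to start; A480 q20 s × 4 min; Activity was normalised to no-enzyme and no-compound control wells.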
# CHX counter: counter-screen for Shiga toxin inhibitors: cycloheximide protein synthesis inhibition; actives 12% (n = 300,000); cell reporter, cycloheximide protein synthesis inhibition counterscreen; max response, %; in the data active = max response mostly above about 13%, no sharp cut-off; inactive = mostly below about 14%; note: read at 38.3 µM for the half of the compounds with a filed dose; 0% is about no effect
# Tb PYK inh: blocks Trypanosoma brucei pyruvate kinase | TbPYK enzyme, Kinase-Glo Plus ATP luminescence, 45 min | Potency, µM (doses to about 76.8 µM), without a hit: at the highest dose activity, negative = inhibition, usual class: inhibitors | actives 0.12% (n = 410,000); note: potency is the fitted concentration of half-maximal effect; % is set by controls: 0 for no effect and ±100 for the full control effect; nearly all actives have a fitted effect of over 50% in size
#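 Quantitative HTS: titrated library compounds versus trypanosomal pyruvate kinase in TEA buffer (pH 7.2) containing KCl, MgCl2, BSA and Tween-20. Reactions were initiated with ADP, 130 uM final. Kinase-Glo Plus luminescence was read after 45 min at RT.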
# LmPK inhibitor: blocks Leishmania mexicana pyruvate kinase activity; purified LmPK, Kinase-Glo ATP luminescence, 1 h; actives 0.37% (n = 290,000); Potency, µM (highest dose often 57.5 µM), inactives show at the highest dose activity change, negative = inhibition, actives largely listed as inhibitors; AID 1721; note: potency is the fitted concentration of half-maximal effect; % is set by controls: 0 for no effect and ±100 for the full control effect
# Target sequence (Q27686 whole entry, looked up): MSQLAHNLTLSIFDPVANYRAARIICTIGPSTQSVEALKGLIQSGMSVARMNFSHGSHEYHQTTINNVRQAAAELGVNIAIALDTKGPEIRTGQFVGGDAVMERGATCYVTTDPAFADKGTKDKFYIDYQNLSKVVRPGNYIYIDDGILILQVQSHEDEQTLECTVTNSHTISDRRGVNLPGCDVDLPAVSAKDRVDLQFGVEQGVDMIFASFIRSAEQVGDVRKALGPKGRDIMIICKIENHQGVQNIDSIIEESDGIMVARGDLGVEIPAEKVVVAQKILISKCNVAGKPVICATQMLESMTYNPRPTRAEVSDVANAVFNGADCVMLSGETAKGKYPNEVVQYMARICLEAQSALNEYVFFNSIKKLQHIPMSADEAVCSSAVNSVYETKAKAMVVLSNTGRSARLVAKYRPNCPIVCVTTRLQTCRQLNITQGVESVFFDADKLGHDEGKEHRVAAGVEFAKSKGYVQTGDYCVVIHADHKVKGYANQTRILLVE
#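 Pyruvate kinase activity monitored as ATP production (luciferase luminescence). Conditions: 0.1 nM enzyme, 0.5 mM PEP, 0.1 mM ADP, 1 h, RT; normalized against uninhibited and no-enzyme wells.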
# Pf growth 48h: P. falciparum growth inhibition at 48 hours (one generation); P. falciparum luciferase growth in erythrocytes, 48 h; actives 5.9% (n = 310,000); Potency, µM (titrated, usually from 28.7 µM), for the others: at the highest dose activity change, negative = inhibition, hits mostly inhibitors; note: potency is the fitted concentration of half-maximal effect; % is set by controls: 0 for no effect and ±100 for the full control effect
#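 Luminescence readout; reporter = integrated firefly luciferase in P. falciparum. RBC culture at 2% hematocrit, 0.1% parasitemia final, 37 C/5% CO2; decreased signal taken as growth inhibition.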
# Pf growth 96h: P. falciparum growth inhibition at 96 hours. Potency, µM (top dose mostly 28.7 µM), for inactives: at the top dose activity change, negative = inhibition, actives largely listed as inhibitors. actives 6.9% (n = 320,000). P. falciparum luciferase reporter growth, 96 h; note: potency is the fitted concentration of half-maximal effect; % is set by controls: 0 for no effect and ±100 for the full control effect
#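 Readout is luminescence from an integrated firefly luciferase in P. falciparum. Red cells, 2% hematocrit and 0.05% parasitemia final, were cultured with compound through two parasite generations (96 hours) at 37 C, 5% CO2.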
# Shiga toxin inh: inhibitors of Shiga toxin in Vero cells | AID 2315 | Vero cells, Shiga toxin protein synthesis inhibition reporter | inhibition, % at 38.7 µM | actives 9.2% (n = 290,000); in the data active = inhibition mostly above about 28%, no sharp cut-off; inactive = mostly below about 43%; note: 0% is about no effect
# The depositor's hits bear a star; u = inconclusive; x = not tested or not shown; & = joins results of further samples; [ ] = another dose, or the depositor's remark. Unless noted, calls come from the whole dose curve; as a rule, active = well fitted curve in the direction sought with a large enough effect; inconclusive = small, poorly fitted or top-dose-only effect, or another doubt; inactive = no such curve, though single readings can be large; an effect the other way counts as inactive or inconclusive.
SMILES,AmpC no deterg,CHX counter,Tb PYK inh,LmPK inhibitor,Pf growth 48h,Pf growth 96h,Shiga toxin inh
CC(C)C(C(=O)NCc1ccco1)N(C(=O)CNS(=O)(=O)c1ccccc1)C1CCCC1 (centres undefined),-10%,1,4%,2%,u,-14%,15
CCOC(=O)N(C)S(=O)(=O)c1ccccc1[N+](=O)[O-],-4%,-1,7%,9%,-5%,13%,5
Cc1cc2nc(C(C)(C)C)cc(N)n2n1,-11%,1,-18%,2%,0%,-13%,2
COc1ccccc1CNC(=O)c1ccccc1OC,-14%,-3,3%,-2%,x,u,-20
COC(=O)c1ccc2c(=O)n(CC3CCCO3)c(=S)[nH]c2c1 (centres undefined),-23%,6,6%,-8%,-6%,3%,20
O=C1Nc2ccccc2N(O)N1c1cc(-c2ccccc2)[nH]n1,-20%,2,2%,3%,21%,331%[activator],17
O=C(Cn1cnc2c(NC(=O)OCc3ccccc3)ncnc21)NCc1ccccn1,6%,x,0%,x,33%[activator],u,x
COc1cc(C(c2sc3nc(C)nn3c2O)N2CCN(c3ccccc3)CC2)cc(OC)c1OC (centres undefined),152%[activator],0,4%,4%,u,u,12
CC(=O)Nc1c2c(nn1-c1ccc(C)cc1C)CSC2,u,-4,-1%,9%,u,10µM*,0
Cc1cccc([C@@H]2[C@@H]3C(=O)N(Cc4ccccc4)C(=O)[C@@H]3[C@]3(Cc4ccccc4)C(=O)N(c4cccc(Cl)c4)C(=O)N23)c1,-19%,x,-1%,x,4.7µM*,12µM*,x
Nc1nc(C(F)(F)F)cc(=O)n1N,-4%,-4,-3%,0%,0%,-3%,16
O=C(N/N=C/c1c(O)n(Cc2ccccc2)c(=O)[nH]c1=O)c1ccccc1O,-37%,16*,-4%,0%,12%,u,6
O=C(O)c1cccc(NC(=O)c2cccc(NC(=O)C3CCCO3)c2)c1 (centres undefined),-11%,1,-4%,-9%,152%[activator],x,-19
Cc1ccc(Cl)cc1NC(=O)c1ccccn1,-26%,20*,0%,-4%,14%,24%,32*
Cc1ccc2c(=O)cc(C(=O)Nc3ccc(S(=O)(=O)Nc4onc(C)c4C)cc3)oc2c1,-27%,-5,-8%&-5%,11%,27%,24%,-6
CC1CC1C(=O)OCC(=O)NC(=O)NC12CC3CC(CC(C3)C1)C2 (centres undefined),-17%,43*,-3%,2%,35%[activator],37%[activator],86*
CCN1CCN(CC(=O)Nc2ccc(S(=O)(=O)N3C(C)CCCC3C)cc2)CC1 (centres undefined),31%,-5,-1%,-1%,39%[activator],-23%,-14
CCOC(=O)c1nc(C)nc(Sc2n[nH]c(-c3ccccc3)n2)c1C,0%,-4,0%,0%,10µM*,u,-6
Cc1cccc(NC(=O)CSc2nc(NS(=O)(=O)c3ccccc3)cc(=O)[nH]2)c1,-29%,1,2%,2%,0%,10µM*,-5
CN(Cc1ccccc1)c1ccc2nnc(-c3ccccc3)n2n1,150%[activator],-4,2%,1%,4.1µM*,u,-14
O=C(c1ccco1)N(CCC(c1ccccc1)c1ccco1)Cc1ccco1 (centres undefined),-21%,8,-7%,10%,u,u,10
COCc1ccc(C(=O)N2CCCC(CCC(=O)NCc3ccccc3F)C2)o1 (centres undefined),-1%,9,0%,7%,-5%,u,8
Cn1nnc(C(O)CNCc2ccc(Cl)cc2)n1 (centres undefined),-14%,4,6%,7%,11%,-9%,23
CCCCCC(=O)NNC1CC(=O)N(c2ccccc2)C1=O (centres undefined),-18%,-2,-22%,-4%,-12%,60%[activator],1
O=C(c1ccc(NS(=O)(=O)/C=C/c2ccccc2)cc1)N1CCCCC1,-8%,x,-5%,x,9%,-25%,x
# The list continues.
SMILES,AmpC no deterg,CHX counter,Tb PYK inh,LmPK inhibitor,Pf growth 48h,Pf growth 96h,Shiga toxin inh
Cc1ccc(C(=O)NNC(=O)CCC(=O)Nc2cccc(Cl)c2C)cc1,-8%,2,4%,9%,17%,0%,-11
O=C1NCC(COCc2ccco2)O1 (centres undefined),-6%,-2,5%,0%,8%,u,-18
Clc1ccc(-c2csc(Nc3ccccc3)[n+]2Cc2ccco2)c(Cl)c1,-30%,48*,-13%,2%,12µM*,u,110*
O=C(COc1ccc(N2C(=O)c3ccccc3C2=O)cc1)c1ccccc1,-20%,12,7%,1%,19%,-4%,-1
O=C(Nc1ccc2c(c1)nc1n2CCOC1)c1ccccc1,-14%,31*,4%,-16%,86%[activator],62%[activator][5.75 µM],94*
CCc1ccc(NC(=O)c2noc3c2CCC3)cc1,-42%,25*,-1%,14µM*,x,u,28
Cc1cc(NC(=O)CSc2nnc(-c3c[nH]c4ccccc34)n2-c2ccc(Cl)cc2)no1,-20%,-4,2%,4%,u,x,-21
Cc1csc2nc(CNS(=O)(=O)N(C)C)cn12,-15%,-4,2%,2%,x,-10%,-8
O=C(CSc1nnc(CCCN2C(=O)c3cccc4cccc(c34)C2=O)n1-c1ccccc1)N1CCCCC1,212%[activator],-4,-3%,0%,12µM*,u,-4
O=C(Nc1ccc2c(c1)OCO2)c1cccc(S(=O)(=O)N2CCCC2)c1,-48%,24*,1%,-1%,15%,x,41*
CCCC(=O)Nc1ccc2c(c1)nc(CN1CCCC1)n2C,-11%,-2,4%,10%,-2%,x,-8
CCOc1ccc(N(CC(=O)NCc2ccccc2C)S(C)(=O)=O)cc1,34%,42*,-3%,2%,33%[activator],266%[activator],68*
Cc1cc(C)c(S(=O)(=O)Cc2ccccc2)c(Cl)n1,-6%,-4,-4%,-2%,12%,3%,-11
O=c1[nH][nH]cc1C=NCc1cccc(C(F)(F)F)c1,-2%,-4,-9%,9%,-11%,83%[activator],-20
O=C(Nc1ccc(Cl)cc1)N1CCCC(Cn2cccc2)C1 (centres undefined),-22%,13,-3%,-6%,2%,16%,43
COc1cc(NC(=O)CSc2nccc(C)n2)c(C)cc1[N+](=O)[O-],-31%,-3,-16%,2%,2%,25%,23
CN(CC(=O)Nc1c(Cl)cccc1Cl)C(=O)CNC(=O)c1ccco1,-17%,x,-12%,x,-19%,-29%,x
CC(=O)NS(=O)(=O)c1ccc(NC(=O)c2cc3c(=O)n4ccccc4nc3s2)cc1,-9%,-3,-3%,1%,5%,5%,3
O=C(NN1CCOCC1)c1ccc(Cl)cc1,-9%,1,3%,-3%,21%,u,-4
NC(=O)OC[C@@H]1[C@H](NC(=O)/C(=N/OCC(=O)O)c2csc(N)n2)C(=O)N1S(=O)(=O)O,x,x,1%,x,u,0.43µM*,x
Cc1ccccc1OCC(=O)NCCCNC(=O)c1ccco1,-6%,-6,-1%,-6%,3%,15%,-9
O=C(CCC(=O)Nc1ccc(F)cc1)N/N=C/c1c[nH]c2ccccc12,-25%,-1,-5%,-4%,-16%,u,12
COc1ccc(C(Nc2cc(C)ccn2)c2ccc3ccc(C)nc3c2O)cc1 (centres undefined),-5%,-1,-2%,3%,u,-11%,13
Cc1cccc(NC(=O)Cc2noc3ccccc23)c1,4%,48*,-13%,-4%,207%[activator],262%[activator],74*
CN(C(=S)NC(=O)c1ccccc1)C1CCCCC1,-11%,15*,-8%,-10%,u,u,34*

# Full records from above. Values in the order: AmpC no deterg	CHX counter	Tb PYK inh	LmPK inhibitor	Pf growth 48h	Pf growth 96h	Shiga toxin inh
# Cc1csc2nc(CNS(=O)(=O)N(C)C)cn12 as listed: -15%	-4	2%	2%	x	-10%	-8
# CCc1ccc(NC(=O)c2noc3c2CCC3)cc1 as listed: -42%	25*	-1%	14µM*	x	u	28
# O=c1[nH][nH]cc1C=NCc1cccc(C(F)(F)F)c1 as listed: -2%	-4	-9%	9%	-11%	83%[activator]	-20
# O=C1NCC(COCc2ccco2)O1 (centres undefined) as listed: -6%	-2	5%	0%	8%	u	-18

# Structural class, the compounds so far with a CF3 group.
SMILES,AmpC no deterg,CHX counter,Tb PYK inh,LmPK inhibitor,Pf growth 48h,Pf growth 96h,Shiga toxin inh
Nc1nc(C(F)(F)F)cc(=O)n1N,-4%,-4,-3%,0%,0%,-3%,16
O=c1[nH][nH]cc1C=NCc1cccc(C(F)(F)F)c1,-2%,-4,-9%,9%,-11%,83%[activator],-20

# Next section:
SMILES,AmpC no deterg,CHX counter,Tb PYK inh,LmPK inhibitor,Pf growth 48h,Pf growth 96h,Shiga toxin inh
CCOC(=O)c1c(N2C(=O)C3CC(C)=C(C)CC3C2=O)sc(C)c1C (centres undefined),31%,-1,-5%,7%,-8%,x,19
O=C(CC1SC(=NC2CCCCC2)NC1=O)Nc1ccccc1 (centres undefined),1%,5,-10%,6%,u,u,6
CCC1CCCCN1C(=O)COC(=O)c1n[nH]c2ccccc12 (centres undefined),-2%,19*,1%,-1%,51%[activator],x,-3
Cc1occc1C(=O)N1CCCC(Nc2ccc(F)cc2)C1 (centres undefined),-9%,17,3%,6%,0%,10%,36
Cc1nc(C)c(-c2ccc(SCc3ccccc3C)nn2)s1,96%[activator],45*,-5%,8%,26%,-7%,34*
Cc1cccc(-n2c(C)cc(/C=C3/C(=N)N4C(c5ccccc5)=CSC4=NC3=O)c2C)c1,-18%,0,-8%,2%,3%,u,-8
CCOC(=O)CSc1nnc(-c2c[nH]c3ccccc23)o1,-5%,5,-3%,0%,u,u,18
CC(Sc1ccccc1)C(=O)NCCc1ccccc1 (centres undefined),-6%,24*,-1%,-2%,15%,9.3µM*,32*
O=C(O)CSc1nnc(-c2ccc(S(=O)(=O)N3CCCC3)cc2)n1Cc1ccco1,-21%,-1,-2%,2%,40%[activator],-2%,-1
CCOc1ccc(NC2c3ccccc3C(=O)N2Cc2ccc3c(c2)OCO3)cc1 (centres undefined),-4%,-5,-10%,1%,x,191%[activator],-8
COc1ccc2cnnc(SCC(=O)Nc3ccc(C(=O)O)cc3)c2c1OC,-31%,-8,-10%,-1%,5%,-24%,-6
COc1cc(OC)c(NC(=O)N2CCOCC2)cc1Cl,-13%,-3,-6%,-6%,2%,280%[activator],-7
NC(=O)c1ccc(C[C@H](C(=O)O)N2C(=O)c3ccc(C(=O)O)cc3C2=O)cc1,-17%,-5,x,x,-7%,1%,13
C#CCOCCOCCOCCNc1nc(N2CCN(C(=O)Cn3cc(CC(C)O)nn3)CC2)nc(N2CCN(C(=O)[C@H](C)n3cc(CCCN=C(N)N)nn3)CC2)n1 (some centres undefined),15%,-7,1%,0%,-2%,12µM*,-15
O=C(NCc1ccco1)C1CCCN(S(=O)(=O)c2cccc3nonc23)C1 (centres undefined),x,-1,-2%,1%,3%,22%,23
O=C1N=c2ccccc2=C1c1sc(Nc2ccc(O)cc2)nc1O,-57%,12,1%,-4%,27%,55%[activator],64*
CC(=Nc1ccc(Br)cc1)c1sc2ccccc2c1O,-13%,60*,-3%,-17%,157%[activator],124%[activator],111*
O=C(COc1ccc2c3c(c(=O)oc2c1)CCCC3)N1CCN(c2ccc(F)cc2)CC1,-13%,-1,3%,-1%,4%,-22%,33
COc1ccc(CC(=O)NCc2ccccn2)cc1OC,-15%,-5,9%,-2%,10µM*,4.7µM*,-6
